GASC1 inh = inhibitors of GASC-1 (KDM4C) histone demethylase, primary screen, biochemical, single concentration HTS. 96,000 compounds, 0.15% hits. inhibition, % at 12.5 µM. GST-KDM4C 2-372, H3K9me3 peptide, LANCE TR-FRET. Lysine-specific demethylase 4C (Homo sapiens), Q9H3R0;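 active = mean replicate inhibition above about 25%, with at least 55% of replicates also reaching it, limit read from the data, passing the limit was not always enough; inconclusive = only one of those two conditions met; inactive = neither condition met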
Target sequence (Q9H3R0 2-372 limits assumed): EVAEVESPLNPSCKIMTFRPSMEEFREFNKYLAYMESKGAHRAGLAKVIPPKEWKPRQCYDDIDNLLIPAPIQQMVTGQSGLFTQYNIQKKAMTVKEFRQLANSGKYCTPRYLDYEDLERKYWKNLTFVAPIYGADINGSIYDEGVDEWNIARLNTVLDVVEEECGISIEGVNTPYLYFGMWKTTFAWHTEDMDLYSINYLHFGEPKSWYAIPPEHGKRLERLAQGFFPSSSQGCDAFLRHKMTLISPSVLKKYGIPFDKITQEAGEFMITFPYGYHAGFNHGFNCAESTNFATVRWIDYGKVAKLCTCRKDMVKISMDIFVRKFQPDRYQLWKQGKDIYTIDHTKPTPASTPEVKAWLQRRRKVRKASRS
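Assay system: GST-GASC-1 enzyme fragment 2-372 | Amount: 10 nM enzyme | Medium: HEPES buffer, pH 7.5, plus ascorbate | Reagent: H3K9me3 peptide substrate, Fe(II), 2-oxoglutarate | Doses: Single-point compound screen | Incubation: 30 min demethylation and 1 h detection at room temperature | Measured by: LANCE TR-FRET, excitation 340 nm, emissions 618 and 671 nm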
C diff HTS = C. difficile growth inhibitors, primary screen, HTS | growth activity, negative = inhibition, % at 16 µg/mL (by protocol) | AID 1259249, 2017 | Clostridium difficile clinical isolate growth, OD600, 24 h; stronger effect = lower value | 86,000 compounds, 0.25% hits;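 active = mean growth activity at or below -80% and every replicate also at or below -80%; inconclusive = mean at or below -80% but some replicate above -80%; inactive = mean growth activity above -80%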;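 note: 0% = DMSO wells and -100% = levofloxacin 16 µg/mL wells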
Tcruzi prolif = T. cruzi intracellular proliferation inhibitors, primary screen, cell-based, beta-gal Tulahuen parasites, NIH3T3 host, luminescence | inhibition, % at 8.34 µM | 77,000 compounds, 5.9% hits | T. cruzi beta-gal in NIH3T3, GalScreen luminescence, 90 h | AID 624255, 2012;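 active = mean inhibition above about 93%, with at least 55% of replicates each passing it, limit read from the data, passing the limit was not always enough; inconclusive = only one of those two conditions holds; inactive = neither condition holds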
Pf Dd2 growth = P. falciparum Dd2 growth inhibitors, primary screen, SYBR Green fluorescence, single dose replicates. 72 h; stronger effect = lower value. activity change, % at 10 µM. AID 1159554, 2015. 94,000 compounds, 2.3% hits; in the data active = activity change below about -80%; inconclusive = no clear call, values can overlap the other calls
Starred values were filed as active, the others as inactive; u = inconclusive; x = no result given; & = joins results of further samples. This is a random part of the collection, and some 6.7% of all compounds hit somewhere here.

Second line of a record – GASC1 inh	C diff HTS	Tcruzi prolif	Pf Dd2 growth
- O=C(N[C@@H]1CC[C@@H](CCNS(=O)(=O)Cc2ccccc2)O[C@@H]1CO)c1ccccc1F
→ -0.1	x	1	3
- COc1cccc(C#Cc2ccc3c(c2)O[C@@H](CN(C)C(=O)CN2CCOCC2)[C@H](C)CN([C@@H](C)CO)S3(=O)=O)c1
→ 0.1	22	-49	-66
- O=C(C[C@@H]1CC[C@@H]2[C@H](COC[C@H](O)CN2S(=O)(=O)c2cccc(Cl)c2)O1)NCc1ccc2c(c1)OCO2
→ -4.2	x	15	5
- Cc1noc(C)c1NC(=O)N(C)C[C@H]1Oc2ccc(NC(=O)CCCCCC(=O)Nc3ccccc3N)cc2C(=O)N([C@@H](C)CO)C[C@@H]1C
→ 0.2	x	-17	2
- CN(C)C(=O)c1cccc(-c2ccc3c(c2)[C@@H]2[C@@H](CCN2C(=O)c2cccnc2)[C@H](CO)N3)c1
→ 2.2	-4	88	-1
- C[C@H](CO)N1C[C@H](C)[C@H](CN(C)CC2CC2)Oc2ccc(NC(=O)Nc3ccc4c(c3)OCO4)cc2CC1=O
→ 0.3	-12	4	u
- CCCNC(=O)Nc1ccc2c(c1)OC[C@H](C)N(C(=O)C1CCCCC1)C[C@H](C)[C@@H](OC)CN(C)C2=O
→ 1.0	3	x	20
- C[C@@H]1CCCCO[C@H](CN(C)C)[C@H](C)CN([C@@H](C)CO)C(=O)c2cc(NC(=O)Nc3ccc(F)cc3)ccc2O1
→ 1.2	6	-6	-43
- CN(C)C(=O)[C@@H]1N[C@@H]2c3ccc(-c4ccc(F)cc4)c(=O)n3C[C@@H]2[C@H]1CO
→ 0.8	0	30	x
- CO[C@@H]1CN(C)C(=O)c2ccc(NC(=O)NC(C)C)cc2OC[C@H](C)N(Cc2ccccn2)C[C@H]1C
→ 0.7	x	49	-4
- CN1C(=O)c2cc(NC(=O)c3ccc(F)c(F)c3)ccc2OC[C@H]2O[C@H](CC(=O)N3CCCCC3)CC[C@@H]21
→ -0.3	7	-12	-25
- COCC(=O)Nc1ccc2c(c1)[C@@H]1C[C@H](CC(=O)N[C@@H](C)c3ccccc3)O[C@H](CO)[C@@H]1O2
→ 0.1	-11	-19	11
- C[C@H](CO)N1C[C@H](C)[C@H](CN(C)Cc2ccc(C(=O)O)cc2)Oc2ccc(NC(=O)Cc3ccccc3)cc2CC1=O
→ 0.5	-4	-34	9
- COc1ccc(NC(=O)Nc2cccc3c2O[C@H](CN(C)Cc2ccc(C(=O)Nc4ccccc4N)cc2)[C@@H](C)CN([C@H](C)CO)C3=O)cc1
→ -1.1	11	x	-83*
- CCCC(=O)Nc1ccc2c(c1)C(=O)N(C)[C@H]1CC[C@H](CC(=O)N3CCc4ccccc4C3)O[C@H]1CO2
→ 0.6	-4	37	1
- C[C@H](CO)N1C[C@H](C)[C@@H](CN(C)C(=O)Nc2cccc3ccccc23)Oc2c(NC(=O)c3nc4ccccc4s3)cccc2C1=O
→ 13	x	57	-71
- CCCNC(=O)N1CCC2(CC1)CN(C(=O)COC)[C@@H](CO)c1[nH]c3cc(OC)ccc3c12
→ -0.2	-2	x	21
- CCNC(=O)C[C@H]1CC[C@H]2[C@@H](COC[C@H](O)CN2C(=O)C2CCOCC2)O1
→ 0.2	-8&-11	-66	x
- C[C@@H]1CN([C@H](C)CO)S(=O)(=O)c2ccc(C#Cc3ccccc3)cc2O[C@H]1CN(C)S(=O)(=O)c1cn(C)cn1
→ -1.5	-4	99*	-86*
- COc1ccc(S(=O)(=O)N[C@H]2CC[C@@H](CC(=O)N3CCC(Cc4ccccc4)CC3)O[C@H]2CO)cc1
→ 1.7	-5	31	-11
- O=C(N[C@@H]1CC[C@H](CCn2cc(C3(O)CCCC3)nn2)O[C@@H]1CO)C1CCCCC1
→ -2.0	0	-14	0
- CNC[C@@H]1Oc2ccc(NC(=O)Nc3ccc(OC)cc3)cc2CC(=O)N([C@H](C)CO)C[C@@H]1C
→ -0.8	-2	6	6
- CC(=O)N(C)C[C@H]1Oc2ncc(C3=CCCC3)cc2C(=O)N([C@H](C)CO)C[C@H]1C
→ 1.0	-2	0	34
- C[C@@H]1CCCCO[C@H](CN(C)Cc2ccc(C(F)(F)F)cc2)[C@@H](C)CN([C@@H](C)CO)C(=O)c2cc(NS(=O)(=O)c3cn(C)cn3)ccc2O1
→ -0.5	3	19	-54
- COc1ccc(CN(C)C[C@H]2Oc3ccc(NS(=O)(=O)c4c(C)noc4C)cc3C(=O)N([C@@H](C)CO)C[C@@H]2C)cc1
→ 0.0	3	5	30
- O=C(NC1CCCCC1)N1CC(=O)N2[C@@H](CO)[C@H](c3ccc(-c4cccc(F)c4)cc3)[C@@H]2C1
→ 1.1	-28	x	2
- C[C@H](CO)N1C[C@H](C)[C@@H](CN(C)Cc2ccc(C(=O)Nc3ccccc3N)cc2)Oc2ccc(NC(=O)Cc3cn(C)c4ccccc34)cc2CC1=O
→ 1.6	2	79	-78
- COCC(=O)Nc1ccc2c(c1)[C@H]1C[C@H](CC(=O)NCc3ccccc3OC)O[C@H](CO)[C@H]1O2
→ -3.5	0	10	-8
- O=S(=O)(N[C@H]1CC[C@H](CCn2cc(-c3cccc(F)c3)nn2)O[C@@H]1CO)c1ccc(Cl)cc1
→ -0.3	x	12	4
- Cc1ccc(S(=O)(=O)N[C@H]2CC[C@@H](CCn3cc(C(C)C)nn3)O[C@@H]2CO)cc1
→ -1.0	174	37	-14

Ordered by count of non-hydrogen atoms (high to low): part of the list above
Second line of a record – GASC1 inh	C diff HTS	Tcruzi prolif	Pf Dd2 growth
- COc1ccc(CN(C)C[C@H]2Oc3ccc(NS(=O)(=O)c4c(C)noc4C)cc3C(=O)N([C@@H](C)CO)C[C@@H]2C)cc1
→ 0.0	3	5	30
- CNC[C@@H]1Oc2ccc(NC(=O)Nc3ccc(OC)cc3)cc2CC(=O)N([C@H](C)CO)C[C@@H]1C
→ -0.8	-2	6	6
- O=S(=O)(N[C@H]1CC[C@H](CCn2cc(-c3cccc(F)c3)nn2)O[C@@H]1CO)c1ccc(Cl)cc1
→ -0.3	x	12	4
- O=C(N[C@@H]1CC[C@H](CCn2cc(C3(O)CCCC3)nn2)O[C@@H]1CO)C1CCCCC1
→ -2.0	0	-14	0
- Cc1ccc(S(=O)(=O)N[C@H]2CC[C@@H](CCn3cc(C(C)C)nn3)O[C@@H]2CO)cc1
→ -1.0	174	37	-14

Next section:
Second line of a record – GASC1 inh	C diff HTS	Tcruzi prolif	Pf Dd2 growth
- CCNC(=O)C[C@@H]1CC[C@@H]2[C@H](COC[C@@H](O)CN2C(=O)Nc2ccc3c(c2)OCO3)O1
→ 1.4	x	-4	-13
- CCC(=O)Nc1ccc2c(c1)OC[C@@H](C)N(Cc1ccccc1C(=O)O)C[C@H](C)[C@@H](OC)CN(C)C2=O
→ 0.4	x	-4	31
- C[C@@H]1CN([C@H](C)CO)C(=O)Cc2cc(NC(=O)Nc3cccc4ccccc34)ccc2O[C@@H]1CN(C)C(=O)Nc1ccc(F)cc1
→ -0.8	10	24	-1
- CO[C@@H]1CN(C)C(=O)c2cc(NC(=O)C3CC3)ccc2OC[C@@H](C)N(Cc2cccc(F)c2)C[C@H]1C
→ -0.1	x	76	-35
- COc1cccc(C#Cc2ccc3c(c2)O[C@@H](CN(C)S(=O)(=O)c2ccccc2F)[C@H](C)CN([C@@H](C)CO)S3(=O)=O)c1
→ -1.9	5	123*	-72
- O=C(CN1CCOCC1)NCC[C@@H]1CC[C@H](NC(=O)Cc2ccccn2)[C@H](CO)O1
→ 1.2	x	32	-1
- COc1ccc(C(=O)N2C[C@@H]3[C@H](c4ccccc42)[C@H](CO)N3C(=O)c2ccc(F)cc2)cc1
→ 0.1	-2	10	20
- O=C(Nc1ccc(F)cc1)N1CCCCN2[C@H](C1)[C@@H](c1ccc(-c3cccc(F)c3)cc1)[C@@H]2CO
→ -0.8	50	56	11
- C[C@@H]1CN([C@@H](C)CO)C(=O)c2cccc(NS(=O)(=O)c3cn(C)cn3)c2O[C@@H]1CN(C)S(C)(=O)=O
→ 0.6	x	-22	50
- Cc1ccc(S(=O)(=O)N(C)C[C@H]2OCCCC[C@@H](C)Oc3ccc(NC(=O)Nc4c(C)noc4C)cc3C(=O)N([C@H](C)CO)C[C@@H]2C)cc1
→ 0.9	2	-23	-40
- COc1ccc2c3c([nH]c2c1)[C@H](CO)N(C(=O)C1CCC1)CC31CCN(Cc2cccc(F)c2)CC1
→ 1.4	-8	x	-44
- C[C@@H]1CCCCO[C@@H](CN(C)C)[C@H](C)CN([C@H](C)CO)C(=O)c2cc(NS(=O)(=O)c3cccs3)ccc2O1
→ -0.2	-7	56	61
- COCC(=O)N1C[C@@H](C)[C@@H](OC)CN(C)C(=O)c2ccc(NC(=O)Nc3cccc(F)c3)cc2OC[C@H]1C
→ 2.1	x	0	x
- COc1ccc(NC(=O)Nc2ccc3c(c2)CC(=O)N([C@H](C)CO)C[C@@H](C)[C@@H](CN(C)S(=O)(=O)c2ccc(OC)cc2)O3)cc1
→ -0.3	6	-14	29
- C[C@H](CO)N1C[C@H](C)[C@H](CN(C)C(=O)Nc2cccc3ccccc23)OCCCC[C@H](C)Oc2ccc(NC(=O)Nc3ccc(F)cc3)cc2C1=O
→ -2.2	-3	u	-48
- CN1C(=O)c2cc(NC(=O)C3CCOCC3)ccc2OC[C@@H]2O[C@H](CC(=O)NCC3CC3)CC[C@H]21
→ 1.9	-1	14	3
- O=C(C[C@H]1C=C[C@H](NC(=O)C2CC2)[C@@H](CO)O1)Nc1ccccc1
→ -0.1	1	3	10
- Cc1ccc(S(=O)(=O)N(C)C[C@@H]2Oc3ccc(NC(=O)NC(C)C)cc3C(=O)N([C@@H](C)CO)C[C@@H]2C)cc1
→ -3.6	5	6	30
- CN(C)C(=O)[C@H]1[C@H](CO)[C@H]2Cn3c(ccc(-c4ccccc4)c3=O)[C@@H]1N2C(=O)C1CCC1
→ -0.6	-5	44	x
- CCC(=O)Nc1ccc2c(c1)OC[C@@H](C)N(CCC(F)(F)F)C[C@H](C)[C@H](OC)CN(C)C2=O
→ 0.6	-1	18	x
- CCN(C[C@H]1N[C@@H](CO)[C@@H]1c1ccc(C2=CCCC2)cc1)C(=O)c1cccnc1
→ 0.5	12	23	10
- O=C(C[C@H]1C[C@@H]2c3cc(NS(=O)(=O)c4ccccc4)ccc3O[C@@H]2[C@H](CO)O1)NCC1CC1
→ 1.3	0	-22	24
- COc1ccc(S(=O)(=O)Nc2cccc3c2O[C@@H](CN(C)Cc2ccc(C(F)(F)F)cc2)[C@H](C)CN([C@@H](C)CO)C3=O)cc1
→ 1.1	19	53	-15
- C[C@@H]1CN([C@H](C)CO)C(=O)c2cc(NC(=O)Nc3ccc(F)cc3)ccc2O[C@H]1CN(C)S(=O)(=O)c1cccs1
→ -0.5	x	-112	2
- CCN1[C@H](C(=O)Nc2nccs2)[C@@H](CO)[C@@H]2Cn3c(ccc(-c4ccccc4OC)c3=O)[C@@H]21
→ 1.0	3	93	9
- CC(C)CC#Cc1cnc2c(c1)C(=O)N([C@H](C)CO)C[C@H](C)[C@H](CN(C)C(=O)CN1CCOCC1)O2
→ 0.3	2	11	20
- O=C(NC1Cc2ccccc2C1)[C@H]1[C@H](CO)[C@H]2Cn3c(ccc(C4=CCCC4)c3=O)[C@@H]1N2CC1CC1
→ 0.3	2	91	x
- C[C@H](CO)N1C[C@H](C)[C@H](CN(C)S(=O)(=O)c2cccs2)OCc2cnnn2CCCC1=O
→ x	x	-26	24
- C[C@H]1CN([C@@H](C)CO)C(=O)c2cccc(NC(=O)C3CC3)c2O[C@@H]1CN(C)S(=O)(=O)c1ccccc1
→ 0.6	-2	6	0
- COCc1cn(CC[C@H]2CC[C@H](NC(=O)Nc3c(C)noc3C)[C@H](CO)O2)nn1
→ 11	x	13	-11
- Cc1ccccc1S(=O)(=O)N1CC[C@@H]2[C@H]1c1cc(Br)ccc1N(C)[C@H]2CO
→ 0.0	5	76	-25
- O=C(C[C@H]1CC[C@@H]2[C@H](COC[C@@H](O)CN2CC2CCOCC2)O1)N1CCOCC1
→ -1.0	x	8	1
- O=C(Cc1ccccn1)NCC[C@H]1CC[C@H](NC(=O)Nc2ccccc2)[C@H](CO)O1
→ 2.4	4	7	-13
- COC(=O)C[C@@H]1CC[C@@H]2[C@H](COc3ccc(NC(=O)Nc4ccc(C#N)cc4)cc3C(=O)N2C)O1
→ -2.5	-3	61	-39
- CN(C)C(=O)C[C@@H]1CC[C@@H]2[C@H](COC[C@H](O)CN2C(=O)C2CC2)O1
→ 0.7	-2	-3	20
- C[C@@H]1CN([C@H](C)CO)C(=O)c2cc(C#Cc3cccc(F)c3)cnc2O[C@@H]1CN(C)CC1CC1
→ -0.2	x	21	-70
- CCNC(=O)C[C@@H]1CC[C@@H]2[C@@H](COc3ccc(NC(=O)c4ccccc4)cc3C(=O)N2C)O1
→ 1.1	3	-34	-7
